Source: PubChem (National Center for Advancing Translational Sciences (NCATS))
Sm TGR block: inhibitors of Schistosoma mansoni thioredoxin glutathione reductase; Q962Y6; purified TGR, DTNB reduction, TNB absorbance 405 nm; Potency, µM (doses to about 114 µM), for the others: at the highest dose activity change, negative = inhibition, hits mostly inhibitors; 3% of 360,000 active; AID 485364; also: nearly all actives have a fitted effect of over 60% in size
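First, TGR (20 nM dispensed) and NADPH were mixed with compound. Second, a 15 min room-temperature incubation followed. Third, further NADPH and then DTNB were added to start the reaction. Finally, TNB absorbance was monitored kinetically.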
TbPYK inhibitor: T. brucei pyruvate kinase inhibition; Q57TT1; TbPYK enzyme, Kinase-Glo Plus ATP luminescence, 45 min; Potency, µM (top dose mostly 76.8 µM), without a hit: at the top dose activity, negative = inhibition, hits mostly inhibitors; 0.12% of 410,000 active; AID 624173; also: nearly all actives have a fitted effect of over 50% in size
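Luminescent Kinase-Glo Plus end-point after 45 min room-temperature reaction of T. brucei pyruvate kinase started with 130 uM ADP (final). Buffer TEA 50 mM pH 7.2 with KCl, MgCl2, BSA, Tween-20; titration-based qHTS with fitted concentration-effect curves.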
An asterisk follows results filed as active; ? = inconclusive; [ ] = remark or other dose. Calls follow the shape of the dose curve; as a rule, active = well fitted curve in the direction sought with a large enough effect; inconclusive = small, poorly fitted or top-dose-only effect, or another doubt; inactive = no such curve, though single readings can be large; an effect the other way counts as inactive or inconclusive. % is scaled to controls: 0 for no effect and ±100 for the full control effect; potency is read from the fitted curve at half-maximal effect. Not all compounds are listed. The share of hits here may be higher or lower than overall.

Every second line gives: Sm TGR block, TbPYK inhibitor
> Cc1ccc(N(C)S(=O)(=O)c2ccc(-c3coc(C)n3)cc2)cc1
    1%, -1%
> CC(=O)N1CCc2c(sc3c2c(=O)n(Cc2ccccc2)c(=O)n3Cc2ccc(C)cc2)C1
    5%, -1%
> COc1ccc(C)cc1NC(=O)N1CCC(CN2CCOCC2)CC1
    -1%, -3%
> CCc1cccc(C)c1NC(=O)Cn1ncc2c3ccccc3n(Cc3ccccc3)c2c1=O
    6%, 2%
> Cc1ccc(Cl)cc1NC(=O)/C(C#N)=C/c1c(C)n(Cc2ccccc2)c2ccccc12
    -2%, -2%
> Cc1ccc(Cl)cc1NC(=O)C1CCN(c2nnc(C)c3c(C)n(-c4ccccc4)nc23)CC1
    -4%, -1%[15.4 µM]
> O=c1c2ccccc2n(Cc2c(F)cccc2Cl)c(=O)n1Cc1ccccc1
    -6%, 3%
> COc1cc(-c2nc3ccc(Cl)cn3c2Nc2ccc3c(c2)OCCO3)ccc1O
    -7%, 1%
> COc1ccc(OCCCn2c(=O)oc3ccc(C)cc32)cc1
    8%, 3%
> CCN(C(=O)Cn1ncc2c1-c1cc(C)ccc1OC2)c1cc(Cl)ccc1OC
    1%, -10%
> CCOc1ccccc1C(=O)Nc1ccc2nc(N(CC)CC)cc(C)c2c1
    3%, 3%
> CC(=O)N1CCc2c(sc3nc(SCC(N)=O)n(-c4ccc(F)c(Cl)c4)c(=O)c23)C1
    -1%, 3%
> COc1ccc(NC(=O)c2c(C)oc3ccc(O)c(CN4CCN(Cc5ccccc5)CC4)c23)cc1
    9%, -1%
> COc1ccc(/C=C/c2nc(C#N)c(N3CCCCCC3)o2)cc1OC
    -1%, -1%
> Cc1cccc(C(=O)Nc2nc(-c3nnn(-c4cc(C)ccc4C)c3C)ns2)c1
    4%, 0%
> COc1ccc(CCNS(=O)(=O)c2ccc(N3CCCCS3(=O)=O)cc2)cc1
    0%, 0%
> Cc1nc2c3ccccc3nc(NNC(=O)CCC(=O)N3CCN(c4cccc(Cl)c4)CC3)n2n1
    2%, -4%
> CCCCOc1ccc(S(=O)(=O)Nc2ccc(-c3ccc(N4CCC(C)CC4)nn3)cc2)cc1
    -1%, 2%
> COC(=O)c1scc(-c2ccc(C)cc2)c1S(=O)(=O)N1CCN(c2ccc(C(C)=O)cc2)CC1
    -1%, -10%
> COc1cccc(CNS(=O)(=O)c2cnc(N)nc2)c1
    8%, -4%
> COc1ccc(C2=C(C)C(N3CCC(C(=O)Nc4cc(C)ccc4C)CC3)=NS2(=O)=O)cc1
    -13%, -1%
> COc1ccc(CCNc2nc(SCc3ccccc3F)nc3ccccc23)cc1OC
    1%, 0%
> O=C(CN1C(=O)COc2ccc(S(=O)(=O)N3CCCCCC3)cc21)N1CCN(c2cccc(C(F)(F)F)c2)CC1
    -8%, 1%
> CCN(CC)c1ccc(NC(=O)CN2C(=O)c3cccnc3Oc3ccc(Cl)cc32)c(C)c1
    3%, -3%[15.4 µM]
> O=c1[nH]c2ccc(NCc3ccc(-c4ccc(Br)cc4)o3)cc2[nH]1
    -8%, 1%
> Cc1ccc(C)c(S(=O)(=O)c2nnn3c2nc(NC2CCCC2)c2sccc23)c1
    11%, -1%
> COC(=O)c1cc2oc3ccccc3c2n1CC(=O)Nc1ccc(C)c(F)c1
    9%, 3%
> CCc1ccc(CNC(=O)C2CCN(C(=O)c3ccc(-n4ccc5ccccc54)s3)CC2)cc1
    -4%, -2%
> COc1ccc(NC(=O)c2ccc3c(=O)n4nc(Nc5cc(C)ccc5C)sc4nc3c2)cc1
    0%, -3%
> COc1ccc(NC(=O)[C@H](Cc2ccccc2)N2Cc3ccccc3C2=O)cc1OC
    -10%, 6%
> COc1ccc(C(=O)Nc2ccc(-c3cc4ccccc4oc3=O)c(C)c2)cc1OC
    6%, 3%
> CCc1ccc2oc(C(=O)N(Cc3cccc(Cl)c3)Cc3ccco3)c(C)c2c1
    4%, -3%
> Cc1nn(-c2ccc(N3CCCC3)nn2)c(C)c1CCC(=O)Nc1ccc(F)cc1F
    -4%, -5%
> CCN(CC)C(=O)CSc1nnc2[nH]c(=O)cc(C)n12
    8%, -1%
> Cc1ccc(NC(=O)Nc2nnc(N(C)Cc3ccccc3)s2)c(C)c1
    34%, 3%
> COc1ccc(-c2noc(CSc3nnc(C)n3-c3ccc(C)cc3)n2)cc1OC
    -10%, -3%
> Cc1ccc(-c2nc3sccn3c2Nc2ccccc2C)cc1
    -15%, 3%
> Cc1ccc(C)c(NC(=O)Cn2c(=O)oc3cc(S(=O)(=O)NCc4ccccc4)ccc32)c1
    -3%, -3%
> Cc1ccc(N(C)C(=O)c2cnc(N3CCOCC3)c3ccccc23)cc1C
    5%, -9%
> Cc1ccc2nc(N3CCC(C(=O)N4CCN(c5cccc(Cl)c5)CC4)CC3)[nH]c2c1
    5%, -1%[15.4 µM]
> COc1cc(OC)c(OC)cc1/C=C/c1nc2ccccc2c(=O)n1-c1ccc(Br)c(C)c1
    2%, -4%
> Cn1c(=O)c2c(nc(SCC(=O)Nc3ccccc3)n2Cc2ccccc2F)n(C)c1=O
    6%, 4%
> CCc1cc2c(-c3ccccc3)cc(=O)oc2c2c1OCN(Cc1ccc(C)cc1)C2
    -3%, -3%
> Cc1ccc(NC(=O)Cn2c(=O)n(CCCS(=O)(=O)C3CCCCC3)c(=O)c3ccccc32)cc1F
    3%, 12%
> Cc1cccc(-n2ccnc2SCC(=O)Nc2ccccc2C(F)(F)F)c1
    11%, -5%
> CCOc1ccc(-c2nn(-c3ccccc3)cc2C2NC(=O)NC(C)=C2C(=O)OC(C)C)cc1C (stereo unspecified)
    -13%, -6%
> COc1ccc(CNCc2ccc3c(c2)n(C)c(=O)n3C)cc1
    2%, 5%
> CCOc1ccc(NC(=O)c2sc3nc4c(cc3c2N)CN(Cc2ccccc2)CC4)cc1
    -14%, 2%
> COc1cccc(NC(=O)Nc2ccc3snnc3c2)c1
    6%, -7%
> CC(Nc1ncnc2c1cnn2-c1cccc(Cl)c1)c1ccccc1 (stereo unspecified)
    5%, -2%

Next part
SMILES,Sm TGR block,TbPYK inhibitor
O=C(Nc1ccc(F)cc1F)c1cc(CN2CCOCC2)on1,0%,-10%
Cc1ccc(Cl)cc1NC(=O)CCS(=O)(=O)c1ccc(Br)s1,-2%,-2%
CCOc1ccccc1-n1nnc(-c2nc(-c3ccccc3)no2)c1N,3%,6%
CCOC(=O)c1ccccc1Nc1nc2ccc(C)cc2n2nnnc12,?,-13%
Cc1ccc(NC(=O)c2ccc(N(Cc3ccccc3)S(C)(=O)=O)cc2)cc1,-11%,-3%
CCc1ccc(NC(=O)CN2C(=O)c3ccccc3Sc3ccc(C(=O)N4CCCC4)cc32)cc1,0%,1%
Cc1ccc2c(CC(=O)Nc3ccc(S(=O)(=O)N4CCC(C)CC4)cc3)coc2c1,5%,-12%
COc1ccc(OC)c(C2c3c(-c4ccc(Br)cc4)n[nH]c3C(=O)N2c2ccc(Cl)cc2)c1 (stereo unspecified),8%,-9%
COc1cc(CN(C(=O)COc2ccccc2Cl)c2ccccn2)cc(OC)c1OC,5%,5%
COc1ccc(C(=O)N2CCN(C(=O)COc3ccccc3)CC2)cc1OC,-3%,2%
Cc1cccc(C(=O)OCc2cc(=O)n3ccsc3n2)c1,-1%,1%
CCOc1cc(-c2ccc(OC(=O)c3ccc(OC)cc3)c(OC)c2)cc(=O)c2c(C)oc(C)c12,?,2%
Cc1cc(NC(=O)c2ccccc2F)ccc1-c1nc2ccccc2s1,8%,1%
O=C(COc1ccc(Cl)cc1)NCC(c1cccs1)S(=O)(=O)c1ccc(F)cc1 (stereo unspecified),-33%,-3%
CC(C)Cn1cc(C(=O)N2CCN(c3cccc(Cl)c3)CC2)c2c3ccccc3n(C)c2c1=O,-2%,-5%

Among those listed so far, six contain a furan ring, fused or not.
SMILES,Sm TGR block,TbPYK inhibitor
COc1ccc(NC(=O)c2c(C)oc3ccc(O)c(CN4CCN(Cc5ccccc5)CC4)c23)cc1,9%,-1%
O=c1[nH]c2ccc(NCc3ccc(-c4ccc(Br)cc4)o3)cc2[nH]1,-8%,1%
COC(=O)c1cc2oc3ccccc3c2n1CC(=O)Nc1ccc(C)c(F)c1,9%,3%
CCc1ccc2oc(C(=O)N(Cc3cccc(Cl)c3)Cc3ccco3)c(C)c2c1,4%,-3%
Cc1ccc2c(CC(=O)Nc3ccc(S(=O)(=O)N4CCC(C)CC4)cc3)coc2c1,5%,-12%
CCOc1cc(-c2ccc(OC(=O)c3ccc(OC)cc3)c(OC)c2)cc(=O)c2c(C)oc(C)c12,?,2%

The results go on:
SMILES,Sm TGR block,TbPYK inhibitor
O=C(CCS(=O)(=O)c1nc(-c2cccs2)cc(C(F)(F)F)n1)Nc1cc(Br)ccc1O,18µM*,0%
O=C(CCC(=O)N1CC2CCCN2c2ccccc21)NCc1ccccc1 (stereo unspecified),-5%,0%
Cc1ccc(N2CC(NC(=O)c3ccc(S(=O)(=O)N4CCOCC4)cc3)CC2=O)cc1C (stereo unspecified),-1%,-6%
CC(C)c1cccc(C(C)C)c1NS(=O)(=O)c1cccs1,5%,-17%
O=c1c2ccccc2n(Cc2cccc(F)c2)c(=O)n1Cc1ccccc1Cl,-1%,0%
COc1ccc(CC(=O)Nc2ccc(-c3nc4ccccc4s3)cc2Cl)cc1,4%,1%
CCC(C)Sc1c(C(C)C)cnc2c1c(=O)n(C)c(=O)n2C (stereo unspecified),-8%,?
Cc1ccc(-c2nn(-c3ccc(F)cc3F)c3c2cnc2c(F)cccc23)cc1,-4%,3%
Cc1ccc(NC(=O)Cn2c(=O)n(-c3ccccc3)c(=O)c3ccc(C(=O)NCc4ccc5c(c4)OCO5)cc32)c(C)c1,2%,2%
Cc1ccccc1OCCCn1c(CCNC(=O)C2CCCCC2)nc2ccccc21,-10%,-1%
O=C(NC1CCCCC1)c1ccc2c(c1)N(Cc1cccc(Cl)c1)C(=O)c1ccccc1S2(=O)=O,13%,0%
Cc1cc(C)cc(Oc2nc3c(c(=O)n(C)c(=O)n3C)n2Cc2ccc(F)cc2)c1,-7%,1%
COc1ccccc1NC(=O)CSC1=Nc2ccccc2C2=NC(Cc3ccccc3)C(=O)N12 (stereo unspecified),6%,-11%
Cc1nc2ccccc2c(=O)n1-c1ccc(NC(=O)c2ccc([N+](=O)[O-])cc2)cc1,7%,2%
Cc1ccc(N2CC(c3nc(-c4ccc(Cl)cc4)no3)CC2=O)cc1F (stereo unspecified),-7%,0%
O=C(Nc1ccc2oc(-c3ccc4ccccc4c3)nc2c1)c1cccc(Cl)c1Cl,-2%,-2%
COc1ccccc1-c1cc(C(=O)Nc2cc(OC)c(OC)c(OC)c2)no1,6%,-3%
O=C(NCCCc1nc2ccccc2n1Cc1ccccc1)C1CCCCC1,-8%,-6%
Cc1nn(S(=O)(=O)c2ccc(F)cc2)c(C)c1S(=O)(=O)N1CCCCCC1,4%,-1%
Cc1cc(C)cc(OCC(=O)Nc2nc(-c3ccc(F)cc3)ns2)c1,7%,0%
CCc1ccc(NC(=O)Cn2c(=O)n(-c3cccc(OC)c3)c(=O)c3c(C)c(C(=O)N(C)C)sc32)cc1,7%,-4%
Cc1ccc2sc(N3CCN(C(=O)CCS(=O)(=O)c4ccc(Cl)cc4)CC3)nc2c1C,8%,-3%
CCOc1ccccc1NC(=O)NCc1ccc2c(c1)CCN2C(=O)c1ccccc1,-12%,9%
CC(=O)C1=C(c2ccc(C)cc2)N(C(C)=O)n2c(nnc2C2CCCCC2)S1,6%,1%
O=C(Nc1ccc(Cl)cc1)C(NS(=O)(=O)c1cccs1)c1ccccc1 (stereo unspecified),2%,2%
O=C(CCNS(=O)(=O)c1ccc2c(c1)CCN2C(=O)C1CC1)Nc1ccc(Cl)cc1,-5%,0%
Cc1ccccc1OCc1cc(=O)n2c(-c3ccccc3)csc2n1,2%,-1%
Cc1ccc(S(=O)(=O)c2nc(-c3cccs3)oc2SC(C)C)cc1,-3%,-5%
Cc1cccc(OCCSc2nnc(-c3cccs3)o2)c1,8%,1%
Cc1ccccc1Nc1c(-c2ccc(Cl)cc2)nc2c(C)cccn12,3%,-10%
Cc1ccc(NC(=O)CCn2cccn2)cc1Cl,0%,-5%
Cc1nc2sccn2c(=O)c1S(=O)(=O)Nc1cc(Cl)ccc1O,22%,-4%
CCOC(=O)Cn1c(=O)n(CC2CCCO2)c2nc(-c3c(F)cccc3Cl)nc(C(N)=O)c21 (stereo unspecified),1%,-2%
O=C(NCc1cccn1Cc1ccccc1)Nc1ccc(Br)cc1F,-7%,1%
CCOC(=O)Cn1c(=O)n(C2CCCCC2)c2nc(-c3cccc(C)c3)nc(C(N)=O)c21,-2%,5%
COCCN1Cc2cccc(C(=O)Nc3ccc(C(=O)OC)cc3)c2C1=O,-3%,-2%
CCc1ccccc1NC(=O)c1ccc2c(O)c(S(=O)(=O)c3ccccc3)c(=O)[nH]c2c1,4%,-4%
COc1ccc(NC(=O)CCn2c(=O)c3cccn3c3cccnc32)cc1Cl,9%,-5%
CCOC(=O)c1c(S(=O)(=O)N2CCCC(C(=O)N3CCN(c4ccccc4)CC3)C2)c(C)n(C)c1C (stereo unspecified),-5%,1%
COCCSc1nc2c([nH]c3ccccc32)c(=O)n1-c1ccc(OC)c(OC)c1,-3%,1%
